KCNK3 block: human KCNK3 channel inhibition, primary screen | O14649 | CHO-KCNK3 thallium flux, FluxOR fluorescence; hits give low values | B-score at 10 µM | 340,000 tested, 0.84% active | AID 602410;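 active means B-score under library mean minus 4 SD, starting fluorescence ratio at most library mean plus 5 SD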;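 further: more negative B-score means stronger inhibition of thallium flux through KCNK3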
Target sequence (O14649 whole entry, looked up): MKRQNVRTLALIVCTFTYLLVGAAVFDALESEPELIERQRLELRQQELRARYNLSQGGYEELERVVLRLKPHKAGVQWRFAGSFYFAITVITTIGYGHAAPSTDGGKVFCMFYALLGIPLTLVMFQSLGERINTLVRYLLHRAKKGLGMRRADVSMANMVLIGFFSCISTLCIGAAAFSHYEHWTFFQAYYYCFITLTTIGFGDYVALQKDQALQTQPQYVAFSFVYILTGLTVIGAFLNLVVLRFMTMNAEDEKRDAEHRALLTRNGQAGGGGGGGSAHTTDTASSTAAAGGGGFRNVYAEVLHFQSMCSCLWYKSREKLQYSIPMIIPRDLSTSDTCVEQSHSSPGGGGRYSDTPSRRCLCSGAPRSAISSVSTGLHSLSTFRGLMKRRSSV
DYRK1A inh: blocks rat Dyrk1A kinase activity | Q63470 | ADP-Glo luminescence, NFATc1 peptide | inhibition, % at 12.5 µM | 310,000 tested, 0.43% active | AID 504441; in the data active means inhibition above about 50%;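 further: plate controls were vehicle with enzyme for no effect and no enzyme for full effect; many of its hits are not listed in these tables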
Starred values were filed as active, the others as inactive; i = inactive. Not all compounds are listed; the hit share may differ from the screen's.

KCNK3 block	DYRK1A inh	SMILES
i	5	O=C(COC(=O)c1ccc(S(=O)(=O)N2CCCC2)cc1)Nc1cccc(Br)c1
i	-4	COc1cccc(S(=O)(=O)NC2CCN(C#N)C2)c1 (stereo not drawn)
i	-2	COc1ccc(-c2cc(C(F)(F)F)n3nc(C(=O)Nc4c(C)n(C)n(-c5ccccc5)c4=O)cc3n2)cc1
i	-4	CCN1C(=O)/C(=C\C=C\c2ccccc2[N+](=O)[O-])SC1=S
i	-2	CCOc1cccc(C=NNc2ccc(S(=O)(=O)Nc3ccccc3C(=O)O)cc2[N+](=O)[O-])c1O
i	13	CCNc1nc2c(cnn2C)c(=O)[nH]1
i	-3	CCN(C[C@H]1N[C@@](Cc2ccccc2)(C(=O)OC)[C@H]2C(=O)N(C)C(=O)[C@@H]12)C(=O)Nc1ccc(Cl)cc1
i	3	O=C(O)C(c1cccs1)C1(O)CCCCC1 (stereo not drawn)
i	5	O=C(COc1ccccc1Cl)NNC(=O)c1ccc2c(=O)n3c(nc2c1)CCC3
i	7	COc1ccc(OC)c(NC(=O)C(C)SCc2nc3sc(C)c(C)c3c(=O)[nH]2)c1 (stereo not drawn)
i	1	CCN(CC)S(=O)(=O)c1cccc(NC(=O)c2ccc(S(=O)(=O)N3CCCC3)cc2)c1
i	0	O=C(CCNC(=O)c1ccc([N+](=O)[O-])cc1)NCc1ccccc1
i	-2	COc1ccc2[nH]c3c(c2c1)CCN1C(=O)C(CC(=O)NCCN2CCOCC2)C[C@H](C(=O)N(C(C)C)C(C)C)[C@@]31C (stereo partly drawn)
i	10	c1ccc(CNn2c(N3CCOCC3)nc3ccccc32)cc1
i	12	c1ccc(CNc2ccc(N3CCOCC3)cc2)cc1
i	5	CCC(C)N(C(=O)CSc1nncn1C)C1CCS(=O)(=O)C1 (stereo not drawn)
i	-4	Cc1ccc(C(C)C)c(OCC(=O)Nc2ccc(N3CCOCC3)cc2N2CCOCC2)c1
i	1	CCOc1ccc(NC(=S)N2CCC(C(=O)c3ccc(F)cc3)CC2)cc1
i	-3	CCN1CCN(CCNC(=O)c2cn(Cc3ccccc3F)nn2)CC1
i	10	COc1ccccc1N(C)S(=O)(=O)c1ccc(C)c(C(=O)N2CCCCCC2)c1
i	-2	O=C(Nc1ccccc1N1CCOCC1)C1=NN(c2c(F)c(F)cc(F)c2F)C(=O)CC1
i	-2	CC(C)(C)N(Cc1ccccc1)C(=O)COC(=O)c1ccc([N+](=O)[O-])o1
i	0	C=CCn1c(SCC(=O)NC(=O)Cc2ccccc2)nnc1-c1ccccc1F
i	-2	CCOc1ccc(S(=O)(=O)N2CCC(C(=O)Nc3ccc(C)c(S(=O)(=O)N4CCOCC4)c3)CC2)cc1
i	-2	CC[C@@]1(C(=O)OC)N[C@H](CN(C)S(=O)(=O)c2ccc(F)cc2)[C@@H]2C(=O)N(C)C(=O)[C@@H]21

14 structures out of the list, sorted by molecular weight, smallest number first:
KCNK3 block	DYRK1A inh	SMILES
i	13	CCNc1nc2c(cnn2C)c(=O)[nH]1
i	3	O=C(O)C(c1cccs1)C1(O)CCCCC1 (stereo not drawn)
i	10	c1ccc(CNn2c(N3CCOCC3)nc3ccccc32)cc1
i	-4	CCN1C(=O)/C(=C\C=C\c2ccccc2[N+](=O)[O-])SC1=S
i	0	O=C(CCNC(=O)c1ccc([N+](=O)[O-])cc1)NCc1ccccc1
i	1	CCOc1ccc(NC(=S)N2CCC(C(=O)c3ccc(F)cc3)CC2)cc1
i	5	O=C(COc1ccccc1Cl)NNC(=O)c1ccc2c(=O)n3c(nc2c1)CCC3
i	7	COc1ccc(OC)c(NC(=O)C(C)SCc2nc3sc(C)c(C)c3c(=O)[nH]2)c1 (stereo not drawn)
i	5	O=C(COC(=O)c1ccc(S(=O)(=O)N2CCCC2)cc1)Nc1cccc(Br)c1
i	-2	CCOc1cccc(C=NNc2ccc(S(=O)(=O)Nc3ccccc3C(=O)O)cc2[N+](=O)[O-])c1O
i	-3	CCN(C[C@H]1N[C@@](Cc2ccccc2)(C(=O)OC)[C@H]2C(=O)N(C)C(=O)[C@@H]12)C(=O)Nc1ccc(Cl)cc1
i	-2	COc1ccc(-c2cc(C(F)(F)F)n3nc(C(=O)Nc4c(C)n(C)n(-c5ccccc5)c4=O)cc3n2)cc1
i	-2	CCOc1ccc(S(=O)(=O)N2CCC(C(=O)Nc3ccc(C)c(S(=O)(=O)N4CCOCC4)c3)CC2)cc1
i	-2	COc1ccc2[nH]c3c(c2c1)CCN1C(=O)C(CC(=O)NCCN2CCOCC2)C[C@H](C(=O)N(C(C)C)C(C)C)[C@@]31C (stereo partly drawn)

Further results.
KCNK3 block	DYRK1A inh	SMILES
i	-10	COc1ccc(NC(=O)COC(=O)CC2Sc3ccccc3NC2=O)cc1 (stereo not drawn)
i	-1	O=C(O)C1CCC(=O)N1Cc1ccccc1Cl (stereo not drawn)
i	-3	O=C(OCC(=O)N1CCc2ccccc21)c1ccc(Br)o1
i	-1	CSc1ccccc1C(=O)OCC(=O)NCCN1C(=O)CSC1=O
i	-3	O=C(Nc1cccc(-c2nc3ncccc3o2)c1)c1ccc2c(c1)OCO2
i	3	COc1ccc([C@H]2CC(=O)C=C(c3ccc4c(c3)sc3ccccc34)C2)cc1
i	-1	CC(C)=CCOc1c2ccoc2c(OCC=C(C)C)c2oc(=O)ccc12
i	2	On1ccccc1=S
i	-2	O=C(Cc1cccc(NC(=O)C2CCN(C(=O)C3CCCC3)CC2)c1)Nc1cccc(C(=O)N2CCOCC2)c1
i	-4	COc1ccc(C(=O)NCC2CCCCC2)cc1S(=O)(=O)N1CCCC1
i	-5	Cn1cc(C(=O)C(=O)NC2CC2)c2ccccc21
i	7	CCN(CC)CCCC(C)Nc1nccc2c(Cl)cccc12 (stereo not drawn)
i	3	O=C1c2ccccc2C(=O)N1CCCCc1cn(C[C@H]2CC[C@@H]([C@@H]3CC[C@H](Cn4cc(CCCCN5C(=O)c6ccccc6C5=O)nn4)O3)O2)nn1
i	12	COc1ccccc1CNC(=O)c1ccc(Cl)c(S(=O)(=O)N2CCCC2)c1
i	-2	CCOc1ccccc1NC(=O)COC(=O)c1c[nH]c2ccccc12
i	-1	O=C1OCCN1C(=O)[C@H]1[C@H](c2ccc(Cl)cc2)C(c2ccccc2)=NN1c1ccccc1
i	-1	C=CCN1C(=O)c2ccc(C(=O)OCC(=O)N(CC)c3c(N)n(Cc4ccccc4)c(=O)[nH]c3=O)cc2C1=O
i	2	CCN(CC)CCn1c(NS(=O)(=O)c2ccc(C)cc2)nc2ccccc21
i	8	CCC(=O)N(c1nnc(SCC(=O)NN2C(=O)NC3(CCCCC3)C2=O)s1)C1CC1
i	-7	CC1CCCCC1NC(=O)Cn1cnc2c1c(=O)n(C)c(=O)n2C (stereo not drawn)
i	-2	COC(=O)c1nccnc1N
i	-6	O=c1/c(=C\c2cccn2-c2ccccc2)sc2nc3ccccc3n12
i	3	Nc1nc(SCC(=O)Nc2cc(Cl)ccc2Cl)n[nH]1
i	-4	CCN(c1ccccc1)S(=O)(=O)c1ccc(Cl)c(NC(=O)CNCc2ccccc2OC)c1
i	-5	O=S(=O)(c1ccccc1Br)N(CC(O)COCc1ccccc1)C1CC1 (stereo not drawn)
i	33	Cc1ccc(S(=O)(=O)N2[C@@H](c3cccc(Cl)c3)C(C(=O)O)=CC[C@H]2c2ccc(C(C)C)cc2)cc1
i	-6	Cc1cc(OCC(=O)Nc2nnc(C3CC3)s2)ccc1C(C)C
i	-1	COCCCNC(=O)c1ccc(Cn2c(=O)[nH]c3ccccc3c2=O)cc1
i	10	O=C(CCNS(=O)(=O)c1ccc2nsnc2c1)N1CCN(c2ccncc2)CC1
i	1	COc1ccc(C(=O)CSc2nc3ccccc3n2CC(=O)NC(C)(C)C)cc1
i	2	CCCCN1C(=O)C(=O)N(CC(=O)c2ccc3c(c2)CCCC3)C1=O
i	5	CSc1ncccc1C(=O)N1CCN(S(=O)(=O)c2ccc3ccccc3c2)CC1
i	-7	O=C(c1ccc(Cl)c(S(=O)(=O)N2CCOCC2)c1)N(Cc1ccco1)Cc1cccs1
i	-2	COC(=O)c1c(-c2cc(OC)cc(OC)c2)sc2ccc(OC)cc12
i	-1	COc1ccc(C(=O)OCC(=O)c2ccc3c(c2)NC(=O)CO3)cc1S(=O)(=O)N1CCOCC1
i	2	COc1ccc(-c2nnn(CC(=O)Nc3ccc4c(c3)OCCO4)n2)cc1OC
i	-7	COCCn1c(SCC(=O)Nc2c(C)n(C)n(-c3ccccc3)c2=O)nnc1-c1ccncc1
i	-4	Cc1cc(OCC(=O)OCC(=O)N2CCc3ccccc32)ccc1Cl
i	-6	O=C1NC(=O)N(Cc2ccccc2)CC1Br (stereo not drawn)
i	7	CCN1CCN(C(=O)c2ccc(S(=O)(=O)Nc3ccccc3)cc2)CC1
i	1	O=C(COc1ccc2cc(Br)ccc2c1)N1CCOCC1
i	-7	CCCCC1CCC(C(=O)Nc2ccccc2N2CCOCC2)CC1 (stereo not drawn)
i	0	O=C(COC(=O)c1cccc(OC(F)F)c1)Nc1ncccn1
i	0	O=C(Nc1cnn(Cc2ccc(Cl)cc2Cl)c1)c1noc2c1CCCC2
i	5	CCCCn1c(N)c(N(CCOC)C(=O)CC2CCCCC2)c(=O)[nH]c1=O
i	6	CC(=O)NC(C)c1cc(F)c2cccnc2c1O (stereo not drawn)
i	-3	CCOc1ccc(CCN2C(=O)C3C4CCC(O4)C3C2=O)cc1OCC (stereo not drawn)
i	20	COc1ccc(S(=O)(=O)NCC(c2ccc(F)cc2)N2CCOCC2)cc1Br (stereo not drawn)
i	-3	Cc1cc(F)ccc1S(=O)(=O)N(CC(=O)N1CCOCC1)CC(=O)N1CCOCC1
i	1	COc1ccc(S(=O)(=O)Nc2cc(C(=O)NC3CCCCCC3)ccc2N2CCOCC2)cc1

The results go on:
KCNK3 block	DYRK1A inh	SMILES
i	5	CN(CC(=O)Nc1ccccc1Cl)C(=O)c1cccc(S(=O)(=O)N2CCN(c3ccccc3)CC2)c1
i	0	CCOc1ccc(NC(=O)CN(C)C(=O)c2cccnc2Sc2ccc(C)cc2C)cc1OCC
i	4	Cc1ccc(NC(=O)CSCC(=O)Nc2cc(S(=O)(=O)N3CCOCC3)ccc2OC(C)C)cc1
i	10	Oc1ccc(C=NNc2nc3ccccc3s2)c(O)c1
i	7	O=C(COc1ccc(-n2cnnn2)cc1)Nc1cc(Cl)cc(Cl)c1
i	-1	Cc1ccc(S(=O)(=O)N2CCOCC2)cc1NC(=O)COC(=O)c1cnc(Cl)c(Cl)c1
i	0	Cc1ccccc1OCC(=O)Nc1nnc(C2CC2)s1
i	0	CC(OC(=O)c1cccnc1Cl)C(=O)NCc1ccccc1 (stereo not drawn)
i	11	N#Cc1c(/N=C/c2ccc(-c3ccc(C(=O)O)c(Cl)c3)o2)sc2c1CCCC2
i	17	CN(C)CCOc1ccc(-c2c(-c3ccccc3)sc3ccccc23)cc1
i	-2	COc1ccc(NC(=O)NS(=O)(=O)c2ccc(C)cc2)cc1OC
i	5	O=[N+]([O-])c1ccc(NN=Cc2ccc(O)cc2)nc1
i	-1	CCOc1ncccc1C(=O)OCC(=O)Nc1ccc(S(=O)(=O)N2CCCC2)cc1
i	7	Cc1cc(=O)n2nc(N3CCCC(C(=O)N4CCOCC4)C3)sc2n1 (stereo not drawn)
i	-5	COC(=O)c1sc(C(F)(F)F)c(-c2ccccc2)c1S(=O)(=O)N1CCOCC1
i	0	c1ccc(Cn2cc(-c3cccnc3)cn2)cc1
i	-6	COc1ccc(CN(C)C(=O)Cc2ccc(OC)c(S(=O)(=O)N3CCOCC3)c2)cc1OC
i	0	Cc1ccc2cc(CCNC(=O)c3cccs3)c(=O)[nH]c2c1
i	5	O=C1OC(CC(=O)N(Cc2nnc(-c3ccccc3Cl)o2)C2CC2)c2ccccc21 (stereo not drawn)
i	-4	COc1ccc(S(=O)(=O)Nc2cccc3c2O[C@H](CN(C)S(=O)(=O)c2ccc(OC)cc2)[C@@H](C)CN([C@H](C)CO)C3=O)cc1
i	7	COc1ccc(C(=O)NCC(=O)OCc2nc(N)nc(Nc3ccccc3C)n2)cc1
i	-2	COc1ccc(-c2ccc(-c3cc(=O)oc4cc(OC)c(OC)c(OC)c34)cc2)cc1F
i	-4	COc1ccc(C=CC(=O)c2ccc(OC)c(OC)c2O)cc1OC
i	-9	OC1CCCN(Cc2cccc3ccccc23)C1 (stereo not drawn)
i	21	CCSC(=O)N1c2ccc(OC)cc2C=CC1C#N (stereo not drawn)
i	8	O=C(NCc1ccc2c(c1)OCO2)c1cc([N+](=O)[O-])ccc1N1CCOCC1
i	2	O=C(Oc1cccc2ccccc12)c1ccccc1
i	6	Cc1nc2c(C)cccn2c1/C(O)=C1\C(=O)C(=O)N(CCN(C)C)C1c1cccs1 (stereo not drawn)
i	8	C[C@H](CO)N1C[C@H](C)[C@@H](CN(C)Cc2ccc(C(=O)O)cc2)Oc2ccc(NS(C)(=O)=O)cc2C1=O
i	-3	CCN(CC)CC1CN(N=Cc2ccc([N+](=O)[O-])o2)C(=O)O1 (stereo not drawn)
i	5	C[C@H](CO)N1C[C@H](C)[C@@H](CN(C)Cc2ccncc2)Oc2ccc(NC(=O)Cn3cnnn3)cc2C1=O
i	4	CCCN(CC(=O)Nc1ccccc1C)C(=O)Cc1c(C)nc2ccccc2c1C
i	0	O=C(COc1ccc(Cl)cc1)Nc1ccc(CN2CCOCC2)cc1
i	-1	COC(=O)c1ccccc1S(=O)(=O)N1CCC(C(=O)NC2=NCCS2)CC1
i	7	COc1ccccc1NC(=O)CN1CCN(CC(=O)Nc2ccc3c(c2)OCO3)CC1
i	-3	CCN(CC(=O)Nc1ccc(NC(C)=O)cc1)C(=O)CCCc1nc2ccccc2s1
i	-8	CN(C(=O)COc1ncnc2sccc12)C1CCCCC1
i	-4	CC(C)[C@H]1COCCS(=O)(=O)N1Cc1ccccc1-c1cccc(Cl)c1
i	7	CC(C)N(Cc1ccccc1)C(=O)COC(=O)C1CCCCC1

Whole records, looked up by structure. Screens in order: KCNK3 block, DYRK1A inh
O=C(Oc1cccc2ccccc12)c1ccccc1 is listed as i, 2
CN(C(=O)COc1ncnc2sccc12)C1CCCCC1 is listed as i, -8
